Bioassay records: PubChem BioAssay, several laboratories
Peg3 prom inh: Peg3 promoter activity inhibition; actives 1.7% (n = 360,000); inhibition, % at 20 µM; HeLa PEG-Prom luciferase reporter, luminescence, overnight; AID 588405;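 active = inhibition of at least 50% at 20 µM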
MITF TRPM1 inh: MITF TRPM1 promoter inhibition in SK-MEL-5 cells | SK-MEL-5 TRPM1 promoter luciferase, 24 h | inhibition, % at 12.5 µM | actives 0.83% (n = 330,000) | AID 488899;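 active = mean inhibition across replicates of 60% or more, whatever share of single replicates reaches that level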; note: values of inactives mirror those of a sister screen read the other way
Shn3 3UTR inh: inhibitors of Schnurri-3 3'UTR reporter in osteoblasts; Clone20 osteoblast Shn3 3'UTR firefly luciferase, 24 h; inhibition, % at 12.5 µM; actives 0.52% (n = 360,000); AID 588674;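 active = mean inhibition of at least 75% with every replicate also reaching 75%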;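 note: 0% = median of neutral control wells and 100% = pilot-screen positive control compound; some compounds past the cut are filed as inactive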
PDI turbidity: blocks human protein disulfide isomerase activity. PDI insulin aggregation turbidity, A650, 90 min. inhibition, % at 10 µM. actives 0.052% (n = 350,000);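 active = mean inhibition across replicates of 30% or more, whatever share of single replicates reach that level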;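 note: absorbance from insulin aggregation driven by PDI reduction with DTT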
Target sequence (P07237 whole entry, looked up): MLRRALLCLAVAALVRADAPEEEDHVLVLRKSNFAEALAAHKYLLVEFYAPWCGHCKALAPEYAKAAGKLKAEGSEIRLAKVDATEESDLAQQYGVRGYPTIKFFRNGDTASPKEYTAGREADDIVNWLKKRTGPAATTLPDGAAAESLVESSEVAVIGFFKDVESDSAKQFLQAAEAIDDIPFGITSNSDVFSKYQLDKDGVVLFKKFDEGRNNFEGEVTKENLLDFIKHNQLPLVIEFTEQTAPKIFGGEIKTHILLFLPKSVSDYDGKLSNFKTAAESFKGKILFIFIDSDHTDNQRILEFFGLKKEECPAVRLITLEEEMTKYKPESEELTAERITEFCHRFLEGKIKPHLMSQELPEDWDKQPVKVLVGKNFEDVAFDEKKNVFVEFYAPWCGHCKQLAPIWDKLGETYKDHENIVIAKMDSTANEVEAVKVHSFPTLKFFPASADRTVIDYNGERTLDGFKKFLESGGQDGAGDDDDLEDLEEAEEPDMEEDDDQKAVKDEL
CaV13 ICDI inh: Disruptors of the CACNA1D IQ motif to Ca2+-dependent inactivation inhibitor domain association, primary screening, Förster resonance energy transfer in intact living …; HEK cells, CFP/YFP FRET ICDI-IQ, plate reader, 10 min; percent FRET-ratio fall versus neutral wells; inhibition, % at 12.3 µM; actives 0.098% (n = 340,000); AID 743397;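 active = mean replicate inhibition of at least 30% and at least 1% of replicates passing that level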;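 note: 0% = median of the neutral control wells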
NR2E3 ag-1: activates human photoreceptor nuclear receptor NR2E3; Q9Y5X4; GST-NR2E3/biotin-RetCOR TR-FRET, 1536-well; inhibition of corepressor binding, % at 4.78 µM; actives 0.12% (n = 320,000); AID 2300;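 active = percent inhibition above the cutoff of mean plus 3 SD of all tested compounds, set per screening campaign, cut at about 20% in these data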;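 note: 0% = DMSO wells and 100% = biotin wells as full block of FRET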
Target sequence (Q9Y5X4 whole entry, looked up): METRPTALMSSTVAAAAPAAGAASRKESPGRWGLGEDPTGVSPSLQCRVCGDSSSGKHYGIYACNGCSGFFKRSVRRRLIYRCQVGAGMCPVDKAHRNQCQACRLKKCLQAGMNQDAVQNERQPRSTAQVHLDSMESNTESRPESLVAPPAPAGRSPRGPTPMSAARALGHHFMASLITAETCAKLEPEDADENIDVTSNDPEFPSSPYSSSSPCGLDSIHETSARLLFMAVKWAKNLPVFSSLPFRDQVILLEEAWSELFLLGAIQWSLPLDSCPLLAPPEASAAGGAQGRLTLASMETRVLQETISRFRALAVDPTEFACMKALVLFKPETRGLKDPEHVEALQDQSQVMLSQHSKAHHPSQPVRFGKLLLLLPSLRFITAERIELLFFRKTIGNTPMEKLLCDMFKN
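Format: 1536-well format; test system: GST-NR2E3 and biotin-RetCOR proteins; read-out basis: percent inhibition of TR-FRET ratio; timing: 5 h incubation at 4 °C; detection: time-resolved FRET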
HIF-2a block: HIF-2a inhibition. 786-0 RCC cells HIF-2a reporter, luciferase luminescence, overnight. inhibition, % at 18.8 µM. actives 0.72% (n = 360,000). AID 624352;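 active = inhibition of the luminescence signal of 40% or more relative to plate controls, in a single-dose primary screen at 18.75 µM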
NR2E3 ag-2: agonists of human NR2E3 nuclear receptor; Q9Y5X4; CHO-S Gal4-NCOR/VP16-NR2E3 two-hybrid, luciferase; inhibition of corepressor binding, % at 3.98 µM; actives 0.35% (n = 360,000); AID 602229;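 active = inhibition above the mean of all tested compounds plus 3 SD, cut at about 70% in these data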;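 note: 0% = DMSO with NR2E3 transfected cells and 100% = cells lacking NR2E3 construct; higher means lower luciferase signal from less NR2E3 corepressor binding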
CF NFkB inh: cystic fibrosis NF-kB activation inhibition; KKLEB NF-kB-GFP reporter, PAF-induced, GFP fluorescence overnight; inhibition, % at 5 µM; actives 0.86% (n = 360,000);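 active = at least 50% inhibition at 5 µM, scaled per plate between neutral and stimulator controls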;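 note: PAF is a Pseudomonas aeruginosa culture filtrate used as stimulus; plate controls were PAF-stimulated DMSO wells for no effect and unstimulated DMSO wells for full effect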
KKLEB tox: reduces viability of KKLEB cystic fibrosis airway cells; AID 602141; KKLEB CF airway cells viability, ATPlite luminescence, overnight; active compounds read low; cells stimulated with P. aeruginosa culture filtrate; actives 0.36% (n = 360,000); activity change (cytotoxicity), % at 5 µM;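 active = corrected activity change at or below -50% at 5 µM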
Vif inh: blocks HIV Vif function; HEK293T cells, Vif self-association by quenched fluorescence, imaging, 24 h; inhibition, % at 7.49 µM; actives 0.35% (n = 340,000); AID 602346; in the data active = inhibition above about 50%, passing the limit was not always enough; note: some results filed as inactive read as strong as hits
Numbers without * were called inactive; / = no result given.

nr	structure	Peg3 prom inh	MITF TRPM1 inh	Shn3 3UTR inh	PDI turbidity	CaV13 ICDI inh	NR2E3 ag-1
1	Cc1cccc(NC(=O)C2CC(=O)n3ncnc3N2)c1 (stereo unspecified)	14	0	-2	-104	-3	-1
2	COc1ccccc1N(CC(=O)N/N=C/c1c(O)ccc2ccccc12)S(C)(=O)=O	50*	48	73	6	-6	0
3	COc1ccc(C(=O)N/C(=C\c2ccco2)C(=O)NCc2ccco2)cc1	5	1	-17	-5	-3	0
4	CCCNS(=O)(=O)c1ccc(OCC(=O)NCc2ccc3c(c2)OCO3)cc1	9	7	7	7	-5	1
5	C[C@@H]1CN([C@@H](C)CO)C(=O)CCCn2nncc2CO[C@@H]1CN(C)C(=O)c1ccc2ccn(C)c2c1	-4	/	-7	6	-5	/
6	Cc1ccc(S(=O)(=O)N(C)c2nc3ccccc3n3c(C(C)C)nnc23)cc1	13	12	-4	-9	-2	2
7	O=[N+]([O-])c1ccc(-c2csc(N3CCCCCC3)n2)cc1	-213	-51	-42	5	-19	0
8	Fc1cccc(Cl)c1CSc1ncn[nH]1	1	-13	-13	1	-5	-6
9	CCOc1ccc(C(=O)NCc2ccccn2)cc1	-74	-32	-26	-6	-7	0
10	CN(CC(=O)Nc1ccccc1C(=O)NC1CC1)Cc1cccs1	8	6	-10	-4	-7	4
11	O=C(COc1ccc(F)cc1)Nc1cc(S(=O)(=O)N2CCCCC2)ccc1N1CCCCC1	10	8	25	-2	-6	0
12	CCc1nn2cc(C(=O)c3cc(Cl)ccc3O)cnc2c1-c1ccc(F)cc1	28	-4	2	-25	-2	-2

nr	HIF-2a block	NR2E3 ag-2	CF NFkB inh	KKLEB tox	Vif inh
1	20	-23	7	-1	/
2	22	-19	1	-2	-3
3	1	-19	2	26	-4
4	13	-9	-16	23	12
5	-6	-6	1	-6	/
6	-2	12	12	1	-6
7	-255	-13	-7	0	-3
8	-7	-32	4	-12	0
9	-94	-36	11	-16	-6
10	10	3	7	3	-1
11	-21	-28	19	-3	-23
12	-1	-13	42	-43	0

With a hit mark in Peg3 prom inh (from the list above):
| # | SMILES | Peg3 prom inh | MITF TRPM1 inh | Shn3 3UTR inh | PDI turbidity | CaV13 ICDI inh | NR2E3 ag-1 | HIF-2a block | NR2E3 ag-2 | CF NFkB inh | Vif inh |
| --- | --- | --- | --- | --- | --- | --- | --- | --- | --- | --- | --- |
| 2 | COc1ccccc1N(CC(=O)N/N=C/c1c(O)ccc2ccccc12)S(C)(=O)=O | 50* | 48 | 73 | 6 | -6 | 0 | 22 | -19 | 1 | -3 |

7 records drawn at random from the list so far, as already listed:
nr	structure	Peg3 prom inh	MITF TRPM1 inh	Shn3 3UTR inh	PDI turbidity	CaV13 ICDI inh	NR2E3 ag-1
5	C[C@@H]1CN([C@@H](C)CO)C(=O)CCCn2nncc2CO[C@@H]1CN(C)C(=O)c1ccc2ccn(C)c2c1	-4	/	-7	6	-5	/
11	O=C(COc1ccc(F)cc1)Nc1cc(S(=O)(=O)N2CCCCC2)ccc1N1CCCCC1	10	8	25	-2	-6	0
10	CN(CC(=O)Nc1ccccc1C(=O)NC1CC1)Cc1cccs1	8	6	-10	-4	-7	4
12	CCc1nn2cc(C(=O)c3cc(Cl)ccc3O)cnc2c1-c1ccc(F)cc1	28	-4	2	-25	-2	-2
1	Cc1cccc(NC(=O)C2CC(=O)n3ncnc3N2)c1 (stereo unspecified)	14	0	-2	-104	-3	-1
6	Cc1ccc(S(=O)(=O)N(C)c2nc3ccccc3n3c(C(C)C)nnc23)cc1	13	12	-4	-9	-2	2
3	COc1ccc(C(=O)N/C(=C\c2ccco2)C(=O)NCc2ccco2)cc1	5	1	-17	-5	-3	0

nr	HIF-2a block	NR2E3 ag-2	CF NFkB inh	KKLEB tox	Vif inh
5	-6	-6	1	-6	/
11	-21	-28	19	-3	-23
10	10	3	7	3	-1
12	-1	-13	42	-43	0
1	20	-23	7	-1	/
6	-2	12	12	1	-6
3	1	-19	2	26	-4

Other entries
nr	structure	Peg3 prom inh	MITF TRPM1 inh	Shn3 3UTR inh	PDI turbidity	CaV13 ICDI inh	NR2E3 ag-1
13	CN(C)CCCNC(=O)c1ccc(Cl)c(S(=O)(=O)N(C)c2ccccc2)c1	3	0	2	0	-4	-1
14	c1ccc(-n2c3ccccc3c3ccccc32)cc1	1	/	-2	7	-2	1
15	CCCCNc1nc2ccccc2[nH]1	-19	5	-6	-5	-2	1
16	CCC(C)(C(=O)Nc1c(C)cccc1C)N(C)C(=O)c1ccc2ccccc2n1 (stereo unspecified)	12	4	22	1	-17	-4
17	CCc1ccc(NC(=O)CN(C)S(=O)(=O)c2ccc3[nH]c(=O)oc3c2)cc1	-5	3	6	7	/	2
18	O=C(Nc1ccc(S(=O)(=O)N2CCCCC2)cc1)C1CCCN(C(=O)c2ccc(Cl)cc2)C1 (stereo unspecified)	29	20	37	-1	-6	1
19	Cn1c(CN2CCCC2)nc2cc(NC(=O)C3CCCCC3)ccc21	-17	4	2	2	-4	3
20	O=C(CN1CCCCCCC1)N/N=C/c1ccc(F)cc1F	7	1	1	-4	-2	-1
21	C=CCn1c(C)cc(C(=O)Cn2c(C(C)O)nc3ccccc32)c1C (stereo unspecified)	-14	4	8	-1	-6	1
22	NC(N)=N/N=C/c1ccc2cccc(OCc3ccccc3)c2n1	28	16	13	0	-5	6
23	CCN(C(=O)CCS(=O)(=O)c1cccc2nsnc12)c1cccc(C)c1	15	1	17	-7	-8	4
24	Cc1sc(NC(=O)CSc2nnc3scc(-c4ccccc4)n23)c(C#N)c1C	14	14	19	-5	-6	-1

nr	HIF-2a block	NR2E3 ag-2	CF NFkB inh	KKLEB tox	Vif inh
13	5	4	15	-11	6
14	9	19	2	-1	2
15	-37	-32	-4	-6	0
16	15	-20	-4	7	-1
17	3	-18	5	11	-9
18	26	-6	-9	5	-21
19	-24	14	-9	4	10
20	-19	-4	6	14	3
21	-12	8	-1	-1	-12
22	8	16	-49	5	-21
23	12	-31	-7	4	7
24	-1	-1	20	-21	34

An excerpt from above in order of formula weight, descending.
nr	structure	Peg3 prom inh	MITF TRPM1 inh	Shn3 3UTR inh	PDI turbidity	CaV13 ICDI inh	NR2E3 ag-1
24	Cc1sc(NC(=O)CSc2nnc3scc(-c4ccccc4)n23)c(C#N)c1C	14	14	19	-5	-6	-1
14	c1ccc(-n2c3ccccc3c3ccccc32)cc1	1	/	-2	7	-2	1
15	CCCCNc1nc2ccccc2[nH]1	-19	5	-6	-5	-2	1

nr	HIF-2a block	NR2E3 ag-2	CF NFkB inh	KKLEB tox	Vif inh
24	-1	-1	20	-21	34
14	9	19	2	-1	2
15	-37	-32	-4	-6	0

The list goes on:
nr	structure	Peg3 prom inh	MITF TRPM1 inh	Shn3 3UTR inh	PDI turbidity	CaV13 ICDI inh	NR2E3 ag-1
25	COC(=O)c1ccc(C(=O)N2CCCC(Nc3ccc(C(C)C)cc3)C2)nc1 (stereo unspecified)	-10	-1	-7	-6	-3	-2
26	CCc1ccc(S(=O)(=O)/N=C2\C=C(Nc3ccc(C(=O)O)cc3)C(=O)c3ccccc32)cc1	15	16	-14	7	-2	1
27	Cc1cc(-n2c(C)cc(C(=O)CN3C(=O)NC4(CCCCCC4)C3=O)c2C)no1	26	11	-6	1	-5	3
28	O=C(Nc1cccc2ccccc12)/C(=C/c1ccc([N+](=O)[O-])cc1)NC(=O)c1ccccc1	15	15	17	0	-4	2
29	COc1ccc(N(C)S(=O)(=O)c2cccc(C(=O)OCC(=O)N3CC(C)CC(C)C3)c2)cc1 (stereo unspecified)	12	3	25	-2	-10	/
30	O=c1oc(Cl)c(Cl)c2ccccc12	48	90*	66	3	-4	2
31	CCOC(=O)C1(CCOC)CCN(Cc2nc(C(C)C)cs2)CC1	-29	-11	-19	-1	-4	-3
32	CC(C)(C)OC(=O)NCC1CCC(C(=O)NC[C@H](CC(=O)O)c2ccc(Cl)cc2)CC1 (stereo partly specified)	-2	6	-4	-3	-18	0
33	COc1ccc(-n2c(=O)[nH]cc(C(=O)N3CCCc4ccccc43)c2=O)cc1	17	3	2	5	-5	3
34	Cc1sc2nc(C)n(/N=C/N(C)C)c(=O)c2c1C	-18	3	16	1	-5	-1
35	Cc1c(C)n(Cc2ccccc2)c2ccc(C(=O)NCCN3CCOCC3)cc12	-6	-6	-5	3	-3	-5
36	CSCC[C@H](NC(=O)N1CCn2c1nc1ccccc12)C(=O)NCc1ccco1	-4	15	-1	-3	-15	1

nr	HIF-2a block	NR2E3 ag-2	CF NFkB inh	KKLEB tox	Vif inh
25	-13	-12	-13	6	13
26	11	19	90*	-31	1
27	-6	-5	8	-3	-3
28	22	-40	7	-35	-13
29	6	11	-4	13	-11
30	1	-4	17	-5	22
31	-46	2	-15	2	-3
32	12	-33	0	12	-3
33	16	-15	11	2	5
34	13	-1	-12	5	-3
35	7	-19	5	-5	3
36	1	-31	14	-6	-4

Continued:
nr	structure	Peg3 prom inh	MITF TRPM1 inh	Shn3 3UTR inh	PDI turbidity	CaV13 ICDI inh	NR2E3 ag-1
37	Cc1ccccc1C(=O)NNC(=O)c1ccoc1C	5	11	14	-8	-4	5
38	COc1ccccc1/C=C(/CC(=O)NCc1ccccc1)c1nc2ccccc2s1	22	17	7	0	-17	1
39	O=C(Oc1cccc([N+](=O)[O-])c1)N1CCCCC1	0	13	-3	-4	-5	1
40	COc1ccc(CNC(=O)C(C)OC(=O)CCN2C(=O)C3CC=CCC3C2=O)cc1 (stereo unspecified)	-14	4	-18	-1	-5	0
41	N#CCc1ccc(OC(=O)c2cccnc2Cl)cc1	-360	-74	-128	10	-5	-2
42	COc1ccccc1CN1CCNC(=O)C1CC(=O)NCC1CCOCC1 (stereo unspecified)	5	3	2	-2	-7	1
43	CCCCNC(=O)Nc1ncn[nH]1	-6	11	-2	5	-3	2
44	Cc1ccc(SC(C)C(=O)NCC(C)C)cc1 (stereo unspecified)	7	-1	-9	6	-8	0
45	COc1ccc(OCC(=O)Nc2ccc(S(=O)(=O)N3CCOCC3)cc2)cc1	8	1	22	-7	-5	1
46	CCN1N=C(c2ccccc2)CCC1=O	-124	6	9	20	-11	-1
47	COc1ccc(CCCc2nnc(SCC(=O)N/N=C\c3ccc(O)c(OC)c3)o2)cc1C	-7	-1	9	-2	-1	0
48	Cc1ccccc1C(=O)NNC(=S)NC(=O)COc1ccccc1	10	-6	-1	-7	-7	0
49	CCOC(OCC)c1cn(Cc2ccc(C(=O)c3ccccc3)cc2)nn1	8	31	32	2	23	3
50	O=S(=O)(c1ccc(C2CCCCC2)cc1)N1CCCC1	-8	-1	13	-11	-4	2
51	O=C(CSc1nc(=O)n2ccccc2n1)NC1CCCCC1	-5	10	6	-3	-6	4

nr	HIF-2a block	NR2E3 ag-2	CF NFkB inh	KKLEB tox	Vif inh
37	-27	14	-18	8	3
38	-14	3	-8	4	0
39	-4	-13	18	-14	3
40	1	-3	16	0	-1
41	-328	13	-5	2	-2
42	13	21	12	4	1
43	21	-22	-9	17	22
44	-16	-14	7	4	14
45	17	-1	5	-11	/
46	-20	-30	-16	-11	-2
47	4	-10	13	-9	25
48	25	-21	-2	10	-5
49	-3	20	10	0	5
50	0	24	10	-9	-11
51	-14	15	-46	12	-13
